UBC13 inh – inhibitors of human UBC13 polyubiquitin chain formation. P61088. TR-FRET. inhibition, % at 20 µM. hit rate 0.47% among 330,000; in the data active means inhibition above about 45%, passing the limit was not always enough
SENP8 inh – inhibitors of human SENP8 protease | hit rate 1.2% among 330,000 | inhibition, % at 10 µM | Q96LD8 | purified SENP8, Z-RLRGG-aminoluciferin cleavage, luminescence | AID 2540
SENP7 block – blocks the human protease SENP7; Q9BQF6; recombinant SENP7, Z-RLRGG-aminoluciferin luminescence, 40 min; inhibition, % at 5 µM; hit rate 1.5% among 330,000; AID 434973;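 active means inhibition above about 50% at the single test dose, limit read from the data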;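 further: plate controls were DMSO with enzyme for no effect and no enzyme buffer wells for full effect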
Apaf1 inhib – blocks human Apaf-1 apoptosome activity; reconstituted apoptosome caspase-3 activity, DEVD-Rh110 fluorescence; O14727; inhibition, % at 20 µM; hit rate 0.71% among 330,000; active means inhibition of at least 40% at 20 µM;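 further: plate controls were DMSO wells for no effect and DEVD-CHO caspase inhibitor wells for full effect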
Target sequence (O14727 whole entry, looked up): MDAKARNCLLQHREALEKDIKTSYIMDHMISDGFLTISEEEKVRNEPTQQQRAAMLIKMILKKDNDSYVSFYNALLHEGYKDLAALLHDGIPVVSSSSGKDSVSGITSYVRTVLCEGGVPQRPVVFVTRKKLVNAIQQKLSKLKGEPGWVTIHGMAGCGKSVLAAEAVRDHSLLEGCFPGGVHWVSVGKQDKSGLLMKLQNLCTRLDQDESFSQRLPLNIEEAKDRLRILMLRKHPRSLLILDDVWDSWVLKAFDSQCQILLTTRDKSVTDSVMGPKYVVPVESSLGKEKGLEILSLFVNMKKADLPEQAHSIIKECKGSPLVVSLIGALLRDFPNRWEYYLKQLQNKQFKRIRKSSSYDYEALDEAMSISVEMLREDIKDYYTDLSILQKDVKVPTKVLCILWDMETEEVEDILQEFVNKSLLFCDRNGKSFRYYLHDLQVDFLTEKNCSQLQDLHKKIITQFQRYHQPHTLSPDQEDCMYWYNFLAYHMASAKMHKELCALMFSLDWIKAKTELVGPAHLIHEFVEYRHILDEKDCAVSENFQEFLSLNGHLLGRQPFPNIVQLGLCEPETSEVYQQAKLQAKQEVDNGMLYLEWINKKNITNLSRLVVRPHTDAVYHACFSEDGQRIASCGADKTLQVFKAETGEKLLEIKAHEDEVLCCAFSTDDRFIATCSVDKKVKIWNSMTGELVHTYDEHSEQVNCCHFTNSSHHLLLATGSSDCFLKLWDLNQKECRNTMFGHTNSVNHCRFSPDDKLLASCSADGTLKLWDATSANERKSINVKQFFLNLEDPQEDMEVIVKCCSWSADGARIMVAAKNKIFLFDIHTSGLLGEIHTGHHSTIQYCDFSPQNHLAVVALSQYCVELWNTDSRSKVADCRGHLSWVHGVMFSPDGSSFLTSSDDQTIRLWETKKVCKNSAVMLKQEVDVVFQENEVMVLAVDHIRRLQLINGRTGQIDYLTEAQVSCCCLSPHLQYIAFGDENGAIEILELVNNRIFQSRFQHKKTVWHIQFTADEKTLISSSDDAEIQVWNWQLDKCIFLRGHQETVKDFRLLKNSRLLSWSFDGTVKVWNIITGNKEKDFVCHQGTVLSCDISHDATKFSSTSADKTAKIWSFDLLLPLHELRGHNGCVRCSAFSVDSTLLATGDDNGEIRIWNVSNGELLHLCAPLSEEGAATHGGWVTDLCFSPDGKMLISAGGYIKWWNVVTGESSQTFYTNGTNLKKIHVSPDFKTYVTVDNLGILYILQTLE
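detection = Rh110 fluorescence intensity | test system = biochemical Apaf-1 apoptosome reconstitution | also added = cytochrome c and DEVD-Rh110 substrate | schedule = 30 min plus 50 min, RT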
HKDC1 inh – blocks human hexokinase HKDC1 activity. Q2TB90. recombinant HKDC1, G6PDH/diaphorase resazurin coupled fluorescence. hit rate 0.16% among 340,000. inhibition, % at 20 µM;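 active means inhibition above about 35% when tested at 20 µM, limit read from the data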;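 further: plate controls were DMSO wells with enzyme for no effect and DMSO wells lacking enzyme for full effect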
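Incubation: 90 min at room temperature in dark / Material: recombinant HKDC1 (HK5) hexokinase enzyme, produced in-house / Quantity: enzyme 5 µg/mL final / Compound: one dose of 20 µM, 1% DMSO / Reagent: glucose and ATP substrates / Buffer or medium: Tris pH 8.0 buffer with MgCl2, Tween-20, BSA, BME / Technique: resorufin fluorescence at 613 nm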
697 NFkB inh – inhibitors of the PMA/ionomycin-induced NF-kB reporter in 697 B cells; 697 B-cell NF-kB luciferase reporter, 16 h; inhibition, % at 4 µM; hit rate 0.33% among 330,000; AID 435022; in the data active means inhibition above about 35%
Gli-Sufu antag – antagonists of Gli-Sufu signaling. Sufu-KO-LIGHT fibroblasts, Gli luciferase reporter luminescence. inhibition, % at 5 µM. hit rate 0.74% among 340,000;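 active means inhibition above about 55%, limit read from the data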;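 further: 0% = DMSO-treated cells and 100% = wells with medium but no cells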
Jurkat NFkB inh – inhibitors of the PMA/ionomycin-induced NF-kB reporter in Jurkat cells; inhibition, % at 4 µM; PMA/ionomycin-induced NF-kB luciferase reporter, luminescence; hit rate 0.53% among 330,000
Active calls of the source: *. Unless noted, no stated cut-off is given here; in the data, active means inhibition above about 50%; inactive means the rest.

CN(C)C(=O)CCc1ccc2c3c([nH]c2c1)[C@]1(CCc2ccccc2)[C@@H](C(=O)N2CCCCC2)C[C@H](CC(=O)NCc2cccc(C(F)(F)F)c2)C(=O)N1CC3 was read as SENP7 block -3, Apaf1 inhib 27, HKDC1 inh 0, 697 NFkB inh 20 and Gli-Sufu antag 40.
Screening CN(C(=O)CC1C(=O)NCCN1Cc1ccc(F)cc1)C1CCOCC1 (centres undefined) returned UBC13 inh -2, SENP8 inh 3, SENP7 block -1, Apaf1 inhib -32, HKDC1 inh -7, 697 NFkB inh 19, Gli-Sufu antag -15 and Jurkat NFkB inh 11.
CC1=NNC(=O)C1CC(=O)N/N=C/C=C/c1ccccc1 (centres undefined) was read as UBC13 inh -1, SENP8 inh 2, SENP7 block 13, Apaf1 inhib -8, HKDC1 inh -2, 697 NFkB inh 12, Gli-Sufu antag 2 and Jurkat NFkB inh 3.
`O=C(c1ccc(Cn2c(=S)[nH]c3ccc(N4CCOCC4)cc3c2=O)cc1)N1CCC(N2CCCCC2)CC1` gave UBC13 inh 20, SENP8 inh 4, SENP7 block -5, Apaf1 inhib -7, HKDC1 inh -2, 697 NFkB inh 20, Gli-Sufu antag 27 and Jurkat NFkB inh -21.
Screening c1cc(N2CCCC2)ccc1C(c1nnnn1C1CCCCC1)N1CCOCC1 (centres undefined) returned UBC13 inh 0, SENP8 inh 8, SENP7 block 6, Apaf1 inhib 17, HKDC1 inh 16, 697 NFkB inh 15, Gli-Sufu antag 3 and Jurkat NFkB inh -17.
`COc1ccc(C(=O)NCC2CCCO2)cc1S(=O)(=O)N1CCCc2ccccc21` (centres undefined) gave UBC13 inh 0, SENP8 inh -3, SENP7 block -13, Apaf1 inhib -22, HKDC1 inh -1, 697 NFkB inh -5, Gli-Sufu antag 5 and Jurkat NFkB inh -10.
For Cc1ccc(O)c(NS(=O)(=O)c2cccc3nsnc23)c1 the results were UBC13 inh -6, SENP8 inh -1, SENP7 block -5, Apaf1 inhib 7, HKDC1 inh -1, 697 NFkB inh 1, Gli-Sufu antag 33 and Jurkat NFkB inh -19.
Screening FC(F)(F)c1cccc(NC(=S)Nc2cccc(Cl)c2)c1 returned UBC13 inh 3, SENP8 inh 8, SENP7 block 13, Apaf1 inhib 6, HKDC1 inh -3, 697 NFkB inh 14, Gli-Sufu antag 4 and Jurkat NFkB inh 6.
For O=C(Nc1ccc(C(=O)NCc2ccccc2)cc1)C1=CSCCO1 the results were UBC13 inh -1, SENP8 inh -7, SENP7 block -1, Apaf1 inhib -4, HKDC1 inh -5, 697 NFkB inh -20, Gli-Sufu antag -7 and Jurkat NFkB inh -16.
For CN(C)c1ccc(S(=O)(=O)NCC(=O)NCC2CCCCC2)cc1[N+](=O)[O-] the results were UBC13 inh -10, SENP8 inh -7, SENP7 block -7, Apaf1 inhib 8, HKDC1 inh -3, 697 NFkB inh 15, Gli-Sufu antag 7 and Jurkat NFkB inh 5.
Cc1ccccc1N1CCN(S(=O)(=O)c2cccs2)CC1 was read as UBC13 inh 0, SENP8 inh -9, SENP7 block -7, Apaf1 inhib 16, HKDC1 inh 8, 697 NFkB inh 6, Gli-Sufu antag 10 and Jurkat NFkB inh 8.
For COc1ccc(OC)c(S(=O)(=O)N2CCN3CCCC3C2)c1 (centres undefined) the results were UBC13 inh 3, SENP8 inh 5, SENP7 block 6, Apaf1 inhib -14, HKDC1 inh -3, 697 NFkB inh 11, Gli-Sufu antag -20 and Jurkat NFkB inh 2.
Screening Cc1ccc(S(=O)(=O)N(C)C)cc1NC(=O)CCCNC(=O)c1ccc(Cl)cc1 returned UBC13 inh 2, SENP8 inh -7, SENP7 block -7, Apaf1 inhib 6, HKDC1 inh 0, 697 NFkB inh 8, Gli-Sufu antag 2 and Jurkat NFkB inh -9.
Cc1cnc(NC(=O)CSc2nnc(-c3cccs3)n2C)s1 was read as UBC13 inh -6, SENP8 inh -17, SENP7 block -10, Apaf1 inhib 8, HKDC1 inh -8, 697 NFkB inh 3, Gli-Sufu antag -8 and Jurkat NFkB inh -5.
`CCc1ccc(OCC(=O)OCC(=O)NCCNC(=O)COC(=O)COc2ccc(CC)cc2)cc1` gave UBC13 inh -5, SENP8 inh -12, SENP7 block -4, Apaf1 inhib 3, HKDC1 inh 1, 697 NFkB inh -16, Gli-Sufu antag -1 and Jurkat NFkB inh -13.
For CC(=O)Nc1nc2ccc(-c3nc4ccccc4o3)cc2s1 the results were UBC13 inh 4, SENP8 inh 24, SENP7 block 64*, Apaf1 inhib 3, HKDC1 inh 1, 697 NFkB inh -248, Gli-Sufu antag -83 and Jurkat NFkB inh -102.
COCCCNC(=O)Cc1ccc(-n2c(C)nc3cccnc32)cc1 was read as UBC13 inh -2, SENP8 inh -13, SENP7 block -7, Apaf1 inhib 7, HKDC1 inh 2, 697 NFkB inh 0, Gli-Sufu antag 28 and Jurkat NFkB inh -9.
Screening CC[C@H](C)[C@H](NS(=O)(=O)c1ccc(C)cc1)C(=O)N1CCC(C(=O)N[C@H](C(=O)O)C(C)C)CC1 returned UBC13 inh -8, SENP8 inh -9, SENP7 block -9, Apaf1 inhib 2, HKDC1 inh -1, 697 NFkB inh -4, Gli-Sufu antag 1 and Jurkat NFkB inh -9.
Screening Cc1cc(C)c(S(=O)(=O)Nc2ccc(O)cc2)c(C)c1 returned UBC13 inh 0, SENP8 inh 3, SENP7 block 6, Apaf1 inhib 9, HKDC1 inh 4, 697 NFkB inh -27, Gli-Sufu antag 7 and Jurkat NFkB inh 1.
Screening CN(C(=O)COC(=O)c1ccc(CN2CCCC2=O)cc1)c1ccccc1 returned UBC13 inh 5, SENP8 inh 6, SENP7 block 0, Apaf1 inhib -3, HKDC1 inh 1, 697 NFkB inh 16, Gli-Sufu antag 9 and Jurkat NFkB inh 0.

Ordered by molar mass (low to high): some entries from above.
CC1=NNC(=O)C1CC(=O)N/N=C/C=C/c1ccccc1 (centres undefined) was read as UBC13 inh -1, SENP8 inh 2, SENP7 block 13, Apaf1 inhib -8, HKDC1 inh -2, 697 NFkB inh 12, Gli-Sufu antag 2 and Jurkat NFkB inh 3.
For COc1ccc(OC)c(S(=O)(=O)N2CCN3CCCC3C2)c1 (centres undefined) the results were UBC13 inh 3, SENP8 inh 5, SENP7 block 6, Apaf1 inhib -14, HKDC1 inh -3, 697 NFkB inh 11, Gli-Sufu antag -20 and Jurkat NFkB inh 2.
For O=C(Nc1ccc(C(=O)NCc2ccccc2)cc1)C1=CSCCO1 the results were UBC13 inh -1, SENP8 inh -7, SENP7 block -1, Apaf1 inhib -4, HKDC1 inh -5, 697 NFkB inh -20, Gli-Sufu antag -7 and Jurkat NFkB inh -16.
Screening CC[C@H](C)[C@H](NS(=O)(=O)c1ccc(C)cc1)C(=O)N1CCC(C(=O)N[C@H](C(=O)O)C(C)C)CC1 returned UBC13 inh -8, SENP8 inh -9, SENP7 block -9, Apaf1 inhib 2, HKDC1 inh -1, 697 NFkB inh -4, Gli-Sufu antag 1 and Jurkat NFkB inh -9.

Further results.
CCN(CCCNC(=O)C1CCC(=O)N1C(C)C)c1cccc(C)c1 (centres undefined) was read as UBC13 inh -3, SENP8 inh 0, SENP7 block 4, Apaf1 inhib 0, HKDC1 inh 1, 697 NFkB inh -1, Gli-Sufu antag -16 and Jurkat NFkB inh -10.
COc1ccc(/C(C)=N/NC(=O)CNC(=O)C2COc3ccccc3O2)c(OC)c1 (centres undefined) was read as UBC13 inh -2, SENP8 inh -4, SENP7 block 2, Apaf1 inhib -6, HKDC1 inh -6, 697 NFkB inh -14, Gli-Sufu antag 2 and Jurkat NFkB inh -25.
`Cc1ccc(/C(C#N)=C\c2ccc(N3CCOCC3)o2)cc1` gave UBC13 inh -52, SENP8 inh -8, SENP7 block -2, Apaf1 inhib -17, HKDC1 inh -4, 697 NFkB inh -34, Gli-Sufu antag -92 and Jurkat NFkB inh 43.
COc1cc(CCCN2C(=S)NC[C@@H]2CC2CCCCC2)cc(OC)c1OC was read as UBC13 inh 21, SENP8 inh -3, SENP7 block 3, Apaf1 inhib 25, HKDC1 inh 3, 697 NFkB inh -14, Gli-Sufu antag 41 and Jurkat NFkB inh 0.
For CC(NC(=O)C(NC(=O)C(Cc1c[nH]c2ccccc12)NC(=O)OC(C)(C)C)C(C)C)C(N)=O (centres undefined) the results were UBC13 inh 0, SENP8 inh 0, SENP7 block 6, Apaf1 inhib -7, HKDC1 inh 11, 697 NFkB inh -23, Gli-Sufu antag 3 and Jurkat NFkB inh -40.
For Cc1nnc(SCC(=O)NC(=O)Nc2ccc3c(c2)OCCO3)n1N the results were UBC13 inh 14, SENP8 inh 2, SENP7 block -9, Apaf1 inhib -21, HKDC1 inh -3, 697 NFkB inh -18, Gli-Sufu antag -6 and Jurkat NFkB inh -27.
`COc1ccc(CCN(C)C(=O)CSc2nnc(C3CC3)n2N)cc1OC` gave UBC13 inh -2, SENP8 inh -4, SENP7 block -13, Apaf1 inhib -4, HKDC1 inh -7, 697 NFkB inh 5, Gli-Sufu antag -8 and Jurkat NFkB inh 0.
O=C(O)C1C2C=CC(C2)C1C(=O)NCCCN1CCCC1=O (centres undefined) was read as UBC13 inh 6, SENP8 inh 6, SENP7 block 5, Apaf1 inhib -2, HKDC1 inh -3, 697 NFkB inh 16, Gli-Sufu antag 3 and Jurkat NFkB inh -1.
`COc1ccc(-c2cc(C#N)nc(Oc3ccc(Cl)cc3)n2)cc1` gave UBC13 inh 34, SENP8 inh -5, SENP7 block -4, Apaf1 inhib 7, HKDC1 inh -1, 697 NFkB inh 0, Gli-Sufu antag -5 and Jurkat NFkB inh 8.
`COc1ccc(COC(=O)c2c(C)nn(-c3ccccc3)c2Cl)cc1` gave UBC13 inh 2, SENP8 inh 30, SENP7 block 18, Apaf1 inhib 20, HKDC1 inh -1, 697 NFkB inh -31, Gli-Sufu antag -18 and Jurkat NFkB inh 4.
For Cc1c(C(=O)NCc2ccc3c(c2)OCO3)oc2ccc(S(=O)(=O)N3CCC(C)CC3)cc12 the results were UBC13 inh -22, SENP8 inh 4, SENP7 block 9, Apaf1 inhib 19, HKDC1 inh 1, 697 NFkB inh -75, Gli-Sufu antag 13 and Jurkat NFkB inh 11.
Screening O=C(NC1CCCc2ccccc21)c1cc(S(=O)(=O)N2CCOCC2)ccc1F (centres undefined) returned UBC13 inh -5, SENP8 inh -9, SENP7 block -3, Apaf1 inhib 4, HKDC1 inh 2, 697 NFkB inh 1, Gli-Sufu antag -3 and Jurkat NFkB inh -12.
For O=C(CC1NCCNC1=O)OCc1ccccc1 (centres undefined) the results were UBC13 inh 2, SENP8 inh 0, SENP7 block -1, Apaf1 inhib -7, HKDC1 inh 1, 697 NFkB inh -3, Gli-Sufu antag -7 and Jurkat NFkB inh -5.
`COc1ccc(C)cc1S(=O)(=O)N(C)CC(=O)NC1CCCC1` gave UBC13 inh 10, SENP8 inh -1, SENP7 block 3, Apaf1 inhib -7, HKDC1 inh -12, 697 NFkB inh 3, Gli-Sufu antag -5 and Jurkat NFkB inh 0.
`CC(NC(=O)CSC1=NCCS1)c1ccccc1` (centres undefined) gave UBC13 inh -13, SENP8 inh -5, SENP7 block -8, Apaf1 inhib -7, HKDC1 inh -2, 697 NFkB inh -18, Gli-Sufu antag 2 and Jurkat NFkB inh -3.
For COc1ccc(NS(=O)(=O)c2cccc3ccccc23)cc1 the results were UBC13 inh -1, SENP8 inh -1, SENP7 block 4, Apaf1 inhib -12, HKDC1 inh 11, 697 NFkB inh -13, Gli-Sufu antag -2 and Jurkat NFkB inh 4.
Screening COc1cccc(C(=O)NCc2ccc3c(c2)OCO3)c1 returned UBC13 inh 1, SENP8 inh -11, SENP7 block 11, Apaf1 inhib 2, HKDC1 inh -8, 697 NFkB inh -17, Gli-Sufu antag -26 and Jurkat NFkB inh -2.
